# Screening results as filed in PubChem BioAssay.
# NCI-60 one-dose screen, 48 h, at 10 µM unless noted. Numbers give growth in % (100 = growth as untreated, 0 = no growth, -100 = all killed).
# PC-3 – PC-3 prostate cancer cells; hit rate 3.9% among 80,000
# OVCAR-4 – OVCAR-4 ovarian cancer cells; hit rate 3.7% among 80,000
# OVCAR-3 – OVCAR-3 ovarian cancer; hit rate 7% among 79,000; AID 1794787
# IGROV1 – IGROV1 ovarian cancer; hit rate 4.7% among 79,000
# OVCAR-8 – OVCAR-8 ovarian cancer | hit rate 4.4% among 81,000
# OVCAR-5 – OVCAR-5 ovarian cancer; hit rate 2.9% among 82,000
# DU-145 – DU-145 prostate cancer; hit rate 4.2% among 81,000; AID 1794760
# SK-OV-3 – SK-OV-3 ovarian cancer cells. hit rate 3.2% among 80,000
# * hit, by the source's call; . = no result given; & = joins results of further samples; ! = a repeat was not active; [ ] = remark or other dose. Rule for the calls: active = growth percent below 10; inactive = the rest. Rows were taken by chance; 10% or so of the library scored in one or more.
SMILES,PC-3,OVCAR-4,OVCAR-3,IGROV1,OVCAR-8,OVCAR-5,DU-145,SK-OV-3
Nc1ccc(S(=O)(=O)Nc2cc(Cl)cc(Cl)c2)cc1,89,108,98,108,97,95,99,103
O=C1C2CC3N1CCC31c3ccccc3-n3c1c2ccc3=O (stereo unspecified),87,109,103,118,101,97,106,100
Nc1ccccc1-c1cc2c(c3c1[nH]c1ccccc13)CCC2,95,86,98,86,.,91,101,100
CCC(=O)NCCCCCCN1CCCCC1,103,103,95,105,100,90,101,103
O=C1O[C@H](CO)[C@@H]2[C@H]1[C@H]2C(=O)c1cccs1,107,110,111,98,106,89,110,113
CC(=O)c1sc2c(c1C)c(=O)nc1c(C#N)n[nH]n12,86,111,105,100,101,99,106,104
CCOC(=O)NCC1(c2ccccc2)CCN(Cc2ccccc2)CC1,99,95,96,101,103,103,107,99
Cc1ccccc1/C=C1/SC(=O)N(CC(=O)N2CCN(c3cc4c(cc3F)c(=O)c(C(=O)O)cn4C3CC3)CC2)C1=O,103,105,108,100,94,103,106,.
O=S(=O)(Nc1ccc(Cl)c(Cl)c1)c1ccc(-c2cnc(C3CC3)o2)cc1,14,46,-18*,27,33,34,15,.
CC(C)C(=O)Nc1ccc([N+](=O)[O-])c(C(F)(F)F)c1,100&69,92&83,98&86,5.7*!,56&101,90,113&74,100&80
C[C@]1(CO)O[C@@H](n2cc(F)c(N)nc2=O)[C@H](O)[C@@H]1OCc1ccccc1,100,100,108,96,101,97,109,102
O=C(NS(=O)(=O)c1ccc(Cl)cc1)n1ccc2cc(Br)cnc21,100,.,129,103,101,102,133,106
Clc1cnc(Nc2ccc(OCCN3CCCC3)cc2)nc1NCc1ccco1,29,52,29,16,20,8.7*,17,58
C/C(Cc1ccc(Cl)cc1)=C(/c1ccc(Cl)cc1)c1ccc(OCCN2CCCC2)cc1,65,78,70,72,84,86,87,99
COc1ccc2cc(-c3ccnc4c(N=Nc5ccc(C)cc5)c(N)nn34)ccc2c1,81,106,103,101,91,93,102,99
Cc1ccccc1Cn1cc(CSc2nc3ccccc3s2)nn1,105,96,100,94,104,99,103,115
CC(=O)Nc1cccc(Nc2nc(-c3ccccc3)n3ncc(C#N)c3n2)c1,62,74,85,71,57,57,79,62
CCOC(=O)Cn1c(=O)c2c(c3ccccc3n2C)n2nnc(-c3ccccc3)c12,103,104,109,69,106,71,111,103
S=c1[nH]cccc1-c1nnc2n1Nc1nc3ccc(Br)cc3cc1CS2,95,89,98,66,103,92,108,86
CN(C)CCOC(c1ccccc1)(c1ccc2ccccc2n1)c1cccs1 (stereo unspecified),51,61,88,.,89,86,89,102
NC(Cc1ccccc1)C(=O)NC(Cc1ccccc1)C(=O)O (stereo unspecified),91&95,100&102,111&108,103&100,100&101,95&99,106&111,110&98
OCC(CCl)(CCl)CCl,91,106,113,101,109,101,105,105
COc1ccccc1CO,96,99,116,98,99,104,103,111
COc1ccc(NC(=O)CSc2nnc(-c3ccc4nc(-c5ccccc5)[nH]c4c3)o2)cc1OC,106,104,115,94,97,106,102,111
COc1ccc(F)cc1N,100,104,104,105,100,100,105,101
CCOC(=O)Cn1nc2oc(=O)c(CCN3CCN(c4ccccc4OC)CC3)c(C)c2c1C,90,92,119,115,106,94,114,109
COC(=O)C1(O)NC(=C(C#N)C#N)C(C#N)=C1C(=O)c1ccc(OC)cc1 (stereo unspecified),83,117,99,77,90,106,110,76
CCCCCCC(CCCC)COC(=O)c1ccc(Cl)cc1 (stereo unspecified),97,99,114,111,109,115,105,107
c1csc(-c2cc(-c3cc(-c4cccs4)[nH]n3)n[nH]2)c1,87,101,118,89,104,104,106,97
O=S(=O)(c1ccc(NC(=S)NCc2ccncc2)cc1)N1CCCCC1,94,85,100,87,106,92,94,86
COC(=O)c1c(C(=O)OC)c2n(CC(=O)Nc3cccc4cccnc34)c3ccccc3n2c1C(=O)c1ccc(OC)cc1,92,88,113,104,91,108,106,97
Nc1nccc(SCc2ccc(Cl)cc2Cl)n1,77,92,131,96,93,90,114,101
C/C(=C\CCc1ccoc1)CC/C=C(\C)CCCN1CCCC1,65,62,64,76,88,87,83,85
CCOC(=O)C(C(=O)OCC)c1cccc2ccccc12,94,100,110,102,96,109,104,95
CCC(CCC(C)C1CCC2C3CC=C4CC(O)CCC4(C)C3CCC12C)C(C)C (stereo unspecified) (tested in a mixture with another compound),46,94,103,.,90,103,115,127
COc1ccc2[nH]c(=O)c(O)c(-c3cccc(O)c3)c2c1,90,105,112,94,98,107,109,108
O=C1Nc2ccccc2C2(NCCNC2=O)N1 (stereo unspecified),104,108,115,111,104,111,112,106
Fc1ccc(CNCCNc2ncnc3c2cnn3-c2ccccc2)cc1,87,97,109,94,88,99,114,95
CC(O)c1cnc(/C=C2\SC(=S)N(Cc3ccco3)C2=O)s1 (stereo unspecified),85,115,53,75,96,103,83,105
O=C(O)c1cccc(N2C(=O)CCSC2=S)c1,.,94,110,103,101,97,108,111
CN(C)c1ccc(O)cc1,81,101,99,97,91,126,103,78
c1ccc2c(c1)nc(-n1cccc1)c1nc3ccccc3n12,82,70,95,71,80,84,96,66
CC1=N/C(=C\c2ccc(F)cc2)C(=O)N1CCc1ccc(S(=O)(=O)NC(=S)NCc2ccccc2)cc1,70,70,102,74,60,95,92,80
CCC(C)[C@H](N)C(=O)Nc1cccc(-c2cc(=O)c3c(OC)c(OC)c(OC)cc3o2)c1 (stereo partly specified),91,98,105,114,98,99,102,120
Oc1ccc(/C=N/Nc2nc(N/N=C/c3ccc(O)c(O)c3)nc(N3CCCCC3)n2)cc1O,91,101,.,95,98,113,100,125
CCCC[P+](CCCC)(CCCC)Cc1ccccc1,78&82,106&84,105&97,40&68,93&96,95&96,111&118,81&94
CCNC(=O)Oc1ccc(/C(=C(\C)c2ccc(Cl)cc2)c2ccc(OCCN3CCCCC3)cc2)cc1,29,44,61,57,70,75,73,63
COc1cc(C2OC34CCCCC3C(C#N)(C(=N)O4)C2(C#N)C#N)ccc1O (stereo unspecified),95,107,112,.,104,103,109,102
CCOC(=O)c1cc2c([nH]c1=O)-c1cnn(-c3ccc(Cl)cc3)c1CC2,94,86,115,113,96,100,117,108
O=C(O)c1cccc(N2C(=O)C=CC2=O)c1,103,.,110,101,105,109,107,109
CC(=O)Cc1ccc([N+](=O)[O-])cc1,96,107,105,.,106,110,101,99
N=c1c2c(=O)n3c(nc2nc2sc4ccc(Cl)cc4n12)-c1ccccc1Sc1ccccc1-3,11,0.2*,21,2.3*,20,48,38,20
Nc1ccc(NC(=S)Nc2ccccc2)cc1,105,101,144,122,98,101,135,108
Fc1ccccc1CNc1c2ccccc2nc2ccccc12,47,40,64,37,31,51,62,51
COc1ccc([C@@H](C[C@H](CCO)c2ccccc2)c2ccc3ccccc3c2)cc1,75,90,98,73,97,92,98,97
NC(N)=NC(N)=NCCCc1ccccc1,53[100 µM],70[100 µM],57[100 µM],53[100 µM],71[100 µM],76[100 µM],.,68[100 µM]
Oc1cccc2cc3ccccc3cc12,67,106,95,114,99,111,111,129
O=C(NCCCl)NC1CC2CCC1C2 (stereo unspecified),96,98,108,96,99,88,110,104
C#CCOc1ccccc1C(Nc1ccccc1Br)c1nnnn1C1CCCCC1 (stereo unspecified),66,91,103,83,97,95,109,93
CN(C)c1ccc(/C=C2\SC(=S)N(Cc3nc4ccccc4[nH]3)C2=O)cc1,97,96,86,31,89,91,92,81

# 3 structures already listed, ordered by length of the SMILES, smallest number first.
SMILES,PC-3,OVCAR-4,OVCAR-3,IGROV1,OVCAR-8,OVCAR-5,DU-145,SK-OV-3
COc1cc(C2OC34CCCCC3C(C#N)(C(=N)O4)C2(C#N)C#N)ccc1O (stereo unspecified),95,107,112,.,104,103,109,102
N=c1c2c(=O)n3c(nc2nc2sc4ccc(Cl)cc4n12)-c1ccccc1Sc1ccccc1-3,11,0.2*,21,2.3*,20,48,38,20
CCC(C)[C@H](N)C(=O)Nc1cccc(-c2cc(=O)c3c(OC)c(OC)c(OC)cc3o2)c1 (stereo partly specified),91,98,105,114,98,99,102,120

# (more compounds)
SMILES,PC-3,OVCAR-4,OVCAR-3,IGROV1,OVCAR-8,OVCAR-5,DU-145,SK-OV-3
CC1C(=O)CC2C3(C)CCC2(C(C)C(=O)O)C(=O)C13 (stereo unspecified),89,117,109,105,111,109,108,99
O=C(/C=N/O)c1ccccc1,97,103,112,.,110,116,114,125
O=C(O)C(=O)Cc1ccccc1,97,109,113,109,113,98,112,93
CN(C)c1ccc(N=Nc2ccc(S(=O)(=O)O)cc2)cc1,84&90,103,102&111,109&90,108&92,101&94,107&106,101&102
Cc1c(C(=O)N2CCCCC2)[nH]c2ccc(Cl)cc2c1=O,96,106,114,103,103,110,115,105
O=C(CN1C(=O)c2ccccc2C1=O)NC(Cc1ccccc1)C(=O)O (stereo unspecified),92,107,125,107,104,102,121,119
COc1ccc(-c2nc(N3CCN(C(=O)C4CCCCC4)CC3)c3c4c(sc3n2)CCCC4)cc1,-29*,-85*,-38*,34,-45*,36,-22*,81
N#Cc1c(-c2ccc(Cl)cc2)nc(SCC(=O)c2ccc(Br)cc2)[nH]c1=O,98,100,105,115,106,105,103,121
O=c1oc2cc(NCCO)ccc2cc1-c1nc2ccccc2[nH]1,43,55,67,75,69,87,94,88
N#Cc1ccc([N+](=O)[O-])o1,93,107,118,109,90,107,111,96
O=C(Nc1cccc(Cl)c1)Nc1nc2ccc([N+](=O)[O-])cc2o1,5.6*,-3.5*,-14*,21,6.4*,48,27,13
O=CN1N=C(c2cccc(Nc3ccnc4cc(Cl)ccc34)c2)CC1c1ccccc1 (stereo unspecified),24,41,-13*,29,38,36,6.7*,8.3*
CS(=O)(=O)Nc1ccc(C(=O)NC(C(=O)NO)c2ccc(-c3cc(F)cc(F)c3)cc2)cc1 (stereo unspecified),94,96,95,96,91,105,110,.
Cc1cccc(NCc2ccccc2)c1,95,95,115,95,107,100,92,116
COc1ccc(Nc2scc3[n+]2CCC3)cc1,108,114,103,107,104,103,97,109
N=C(N)c1ccc(-c2ccc(-c3cccs3)s2)cc1F,-72*,-59*,-77*,-71*,-44*,-84*,-77*,-100*
Cc1ccc(NCCCN2CCN(CCCNc3ccc(C)c4sc5ccccc5c(=O)c34)CC2)c2c(=O)c3ccccc3sc12,92,113,105,94,95,96,105,94
O=C(COc1ccc(/C=C2\C(=O)Nc3cc(Cl)ccc32)cc1)Nc1ccc(F)cc1,66,89,.,83,90,86,95,86
Cc1nn(C)c(=S)[nH]c1=S,98,114,107,114,100,108,115,98
COC(=O)c1nc(N)nc(C(=O)OC)c1C(=O)c1ccc(OC)cc1,46&99,38&105,70&117,67&106,55&105,87&121,48&97,83&106
COc1ccccc1/C=N/N=C(\C)c1nnn(-c2ccc([N+](=O)[O-])cc2)c1C,95,100,.,104,101,99,104,111
CCC(C)NCc1ccccc1 (stereo unspecified),78,109,104,109,102,114,106,101
COc1ccc(C(c2ccccc2OC)c2ccccc2C(=O)O)cc1 (stereo unspecified),96,102,113,106,102,99,111,99
COc1ccc(-c2ccc(-c3ccc(C(=N)N)cn3)s2)cc1Cl,-81*,-83*,-38*,-83*,-50*,-95*,-47*,100
COc1ccc(-c2cc(C(=O)N3CCN(C(=O)c4ccccc4NCc4cccs4)CC3)nc3cc(-c4ccccc4)nn23)cc1,80,94,98,103,101,110,116,103
COc1ccc(/C=C2\C(=O)N=C3N2N=C(c2ccc(Cl)cc2)N3c2ccccc2)cc1,102,97,104,86,95,105,99,100
Cc1c(C(C)(C)O)cn2ncnc(Oc3ccc(NC(=O)Nc4ccc(Cl)c(C(F)(F)F)c4)c(F)c3)c12,39,37,48,57,71,134,81,96
CC(O)c1ccc(C(C)(C)C)cc1 (stereo unspecified),89,107,108,115,96,105,112,104
O=[N+]([O-])c1cc(S(=O)(=O)c2ccc(F)c([N+](=O)[O-])c2)ccc1F,107,112,101,.,81,122,98,117
O=C1NC(=O)C(=Cc2cc(O)ccc2O)C(=O)N1,96,110,92,122,98,104,112,106
COc1cc2c3c(n([C@@H]4CCOC4)c(=O)c2cc1OC)-c1cc2c(cc1C3=O)OCO2,.,72,52,68,37,77,24,25
CCCCC1(C=O)NC(=O)NC1=O (stereo unspecified),96,108,110,109,101,105,112,94
Cc1cc2n(n1)-c1ccc(C#N)cc1Oc1ccc(Cl)cc1-2,79,77,104,76,76,96,94,86
O=C(N/N=C(\CS(=O)(=O)c1ccccc1)c1cc2cc(Br)ccc2oc1=O)c1ccccc1,95,.,108,110,101,94,105,.

# One compound at a time, as listed above. Order of values: PC-3	OVCAR-4	OVCAR-3	IGROV1	OVCAR-8	OVCAR-5	DU-145	SK-OV-3
# `COc1ccccc1/C=N/N=C(\C)c1nnn(-c2ccc([N+](=O)[O-])cc2)c1C` is listed as 95	100	.	104	101	99	104	111
# `COc1cc2c3c(n([C@@H]4CCOC4)c(=O)c2cc1OC)-c1cc2c(cc1C3=O)OCO2` is listed as .	72	52	68	37	77	24	25

# Four of these compounds in another layout:
O=C(O)c1cccc(N2C(=O)CCSC2=S)c1
  PC-3 = .
  OVCAR-4 = 94
  OVCAR-3 = 110
  IGROV1 = 103
  OVCAR-8 = 101
  OVCAR-5 = 97
  DU-145 = 108
  SK-OV-3 = 111

CN(C)c1ccc(O)cc1
  PC-3 = 81
  OVCAR-4 = 101
  OVCAR-3 = 99
  IGROV1 = 97
  OVCAR-8 = 91
  OVCAR-5 = 126
  DU-145 = 103
  SK-OV-3 = 78

c1ccc2c(c1)nc(-n1cccc1)c1nc3ccccc3n12
  PC-3 = 82
  OVCAR-4 = 70
  OVCAR-3 = 95
  IGROV1 = 71
  OVCAR-8 = 80
  OVCAR-5 = 84
  DU-145 = 96
  SK-OV-3 = 66

CC1=N/C(=C\c2ccc(F)cc2)C(=O)N1CCc1ccc(S(=O)(=O)NC(=S)NCc2ccccc2)cc1
  PC-3 = 70
  OVCAR-4 = 70
  OVCAR-3 = 102
  IGROV1 = 74
  OVCAR-8 = 60
  OVCAR-5 = 95
  DU-145 = 92
  SK-OV-3 = 80
